# PTHR1 ag = agonists of human PTHR1 parathyroid hormone receptor; HEK293 GP2 PTHR1 cells, GloSensor cAMP luminescence, 1 h; Q03431; 410,000 compounds, 0.075% hits; Potency, µM (top dose mostly 115 µM), for the others: at the top dose activation, actives largely listed as activators; also: potency is read from the fitted curve at half-maximal effect; nearly all actives have a fitted effect of over 55% in size; some results filed as inactive show a strong effect at the top dose; inactives centre near -15; many of its hits are not listed in these tables
# Target sequence (Q03431 whole entry, looked up): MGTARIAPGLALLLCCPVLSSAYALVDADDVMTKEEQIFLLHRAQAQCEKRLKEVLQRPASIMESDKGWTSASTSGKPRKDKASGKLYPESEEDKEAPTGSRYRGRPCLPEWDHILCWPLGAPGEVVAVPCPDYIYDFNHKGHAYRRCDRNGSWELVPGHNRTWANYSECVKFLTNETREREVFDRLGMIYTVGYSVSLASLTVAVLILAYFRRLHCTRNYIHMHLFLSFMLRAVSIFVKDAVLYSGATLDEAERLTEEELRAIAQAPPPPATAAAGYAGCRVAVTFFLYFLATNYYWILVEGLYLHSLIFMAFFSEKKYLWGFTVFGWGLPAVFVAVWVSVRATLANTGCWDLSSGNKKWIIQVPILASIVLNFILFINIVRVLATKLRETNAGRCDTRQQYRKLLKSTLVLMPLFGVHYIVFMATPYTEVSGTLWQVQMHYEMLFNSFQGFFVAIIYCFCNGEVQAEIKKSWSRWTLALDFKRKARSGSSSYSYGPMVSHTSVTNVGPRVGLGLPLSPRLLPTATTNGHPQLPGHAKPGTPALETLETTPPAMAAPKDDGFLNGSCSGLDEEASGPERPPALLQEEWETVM
#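 HEK-293-derived GP2 cells expressing PTHR1 and a GloSensor cAMP reporter, 3,000/well, plated overnight, given luciferin plus IBMX (each 0.5 mM as added) for 1 h at 37 °C, then compound for 1 h at 37 °C. Luminescence was read after 15 min at room temperature.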
# aSyn rescue = alpha-synuclein toxicity inhibition in yeast; Yeast expressing alpha-synuclein, growth rescue, BacTiter-Glo, 24 h; Potency, µM (top dose mostly 46.1 µM), inactives show at the highest dose growth rescue (activation), hits mostly activators; 370,000 compounds, 0.14% hits; AID 652106; also: potency is read from the fitted curve at half-maximal effect; % of control where 0% means no effect; nearly all actives have a fitted effect of over 65% in size
#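 Rescue of yeast growth: cells expressing toxic alpha-synuclein, induced in galactose at OD600 0.02, incubated with compound 24 h at 30 C. ATP luminescence quantified growth; inhibitors of toxicity appear as activators.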
# D3 ag = activates the human D3 dopamine receptor. max activation, %. P35462. 410,000 compounds, 0.58% hits. D3R DiscoveRx beta-arrestin cells, luminescence, 90 min. AID 652048; in the data active = max activation above about 30%; also: 0% is about no effect; mostly tested at two doses, the higher about 12 µM
#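 Agonist-mode cell screen: cells plated at 1500/well and incubated overnight at 37 °C, then exposed to library compounds for 90 min at 37 °C. Detection reagent was added for 30–60 min at room temperature, and luminescence was read.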
# GLP1R ag = agonists of human GLP-1 receptor. P43220. HEK293 GLP-1R CRE-luciferase, luminescence, 4-6 h; cells express a hypersensitive GLP-1R form. Potency, µM (top dose mostly 45.6 µM), without a hit: at the top dose activation, most hits filed as activators. 380,000 compounds, 0.007% hits. AID 624172; also: potency is read from the fitted curve at half-maximal effect; % of control where 0% means no effect
# Target sequence (P43220 whole entry, looked up): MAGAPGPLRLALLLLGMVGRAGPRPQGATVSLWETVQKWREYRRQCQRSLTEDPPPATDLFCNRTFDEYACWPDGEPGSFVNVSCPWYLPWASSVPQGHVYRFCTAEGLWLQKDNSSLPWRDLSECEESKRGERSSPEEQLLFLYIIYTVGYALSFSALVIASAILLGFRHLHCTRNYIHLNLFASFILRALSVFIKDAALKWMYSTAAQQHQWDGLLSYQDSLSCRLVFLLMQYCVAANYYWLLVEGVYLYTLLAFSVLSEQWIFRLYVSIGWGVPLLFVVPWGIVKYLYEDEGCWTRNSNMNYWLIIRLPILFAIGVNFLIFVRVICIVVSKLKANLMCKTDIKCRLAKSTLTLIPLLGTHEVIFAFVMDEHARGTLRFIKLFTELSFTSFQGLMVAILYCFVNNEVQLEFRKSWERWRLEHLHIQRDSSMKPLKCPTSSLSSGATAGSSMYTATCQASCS
# GLP-1R inv ag = GLP-1 receptor (human) inverse agonism. P43220. HEK293 GLP-1R CRE-luciferase, luminescence, 24 h; GLP-1R form is constitutively active. Potency, µM (highest dose often 38.3 µM), without a hit: at the highest dose activity change, negative = inhibition, hits mostly inhibitors. 410,000 compounds, 1.6% hits. AID 624417; also: potency is read from the fitted curve at half-maximal effect; % is scaled to controls: 0 for no effect and ±100 for the full control effect; nearly all actives have a fitted effect of over 55% in size
#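 qHTS in 1536-well format: reporter HEK293 cells expressing constitutive GLP-1R activity in DMEM + 10% Nu serum, 24 hr with compounds at 37 deg C, luminescence read after 12 min with detection reagent.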
# GLP1R cytotox = cytotoxic in the GLP-1 receptor inverse agonist counter-screen. HEK293 cAMP-luciferase reporter cells, luminescence, 24 h. Potency, µM (doses to about 38.3 µM), for the others: at the top dose activity change, negative = inhibition, most hits filed as inhibitors. 410,000 compounds, 0.13% hits. AID 624418;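 also: loss of luciferase light is scored as toxicity; potency is read from the fitted curve at half-maximal effect; % is scaled to controls: 0 for no effect and ±100 for the full control effect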
#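 1536-well qHTS counterscreen of the MLSMR; 200 cells/uL, 12 h pre-incubation, 23 nL cpd, 24 h at 37 deg C 5% CO2, luciferase detection reagent, 12 min RT, luminescence. Inhibition = undesired.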
# KB-V1 MDR tox = kills drug-selected multidrug resistant KB-V1 cells; 400,000 compounds, 3.4% hits; KB-V1 MDR cells viability, CellTiter-Glo, 72 h; Potency, µM (doses to about 46.1 µM), inactives show at the top dose activity change, negative = cytotoxicity, usual class: cytotoxic; AID 1347076; also: potency is read from the fitted curve at half-maximal effect; % is scaled to controls: 0 for no effect and ±100 for the full control effect; nearly all actives have a fitted effect of over 60% in size
#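 Luminescent ATP read-out (CellTiter-Glo, 10 min) measures survival of drug-selected KB-V1 MDR cells after 72 h, 37 degrees C compound exposure. Medium: phenol-red-free DMEM, 10% FBS. Values from fitted concentration-response curves.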
# TDP-43 yeast inh = inhibitors of TDP-43 toxicity in yeast. 410,000 compounds, 1.8% hits. TDP-43 expressing yeast growth rescue, BacTiter-Glo, 24 h. AID 652104. Potency, µM (top dose mostly 46.1 µM), without a hit: at the highest dose growth rescue (activation), usual class: activators; also: potency is read from the fitted curve at half-maximal effect; % of control where 0% means no effect; nearly all actives have a fitted effect of over 50% in size
#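 Galactose-induced TDP-43 yeast, OD600=0.02, compound pinned; 24 hr, 30 deg C; BacTiter-Glo luminescence for growth. Inhibitors of TDP-43 toxicity read as activators.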
# D3 antag = antagonists of human D3 dopamine receptor; D3R cells, DiscoveRx beta-arrestin luminescence, antagonist mode; hits give low values; AID 652054; 360,000 compounds, 2.5% hits; max response, negative = inhibition, %; P35462; in the data active = max response below about -50%; inconclusive = no clear call, values can overlap the other calls; also: % is scaled to controls: 0 for no effect and ±100 for the full control effect; mostly tested at two doses, the higher about 12 µM
#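 Cells plated overnight at 1500 cells/well, then exposed to library compounds with dopamine controls for 90 minutes at 37 degrees C. DiscoveRx reagent added for 30–60 minutes at room temperature; luminescence read, quantitative HTS format.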
# * = called active by the depositor; i = inactive; u = inconclusive; x = no result given; [ ] = another dose, or the depositor's remark. Unless noted, calls follow the shape of the dose curve; as a rule, active = well fitted curve in the direction sought with a large enough effect; inconclusive = small, poorly fitted or top-dose-only effect, or another doubt; inactive = no such curve, though single readings can be large; an effect the other way counts as inactive or inconclusive. Some of the compounds tested (hit frequency here may not be typical).
SMILES,PTHR1 ag,aSyn rescue,D3 ag,GLP1R ag,GLP-1R inv ag,GLP1R cytotox,KB-V1 MDR tox,TDP-43 yeast inh,D3 antag
O=C(NCCNC(=O)c1ccccc1[N+](=O)[O-])c1ccccc1[N+](=O)[O-],i,-6%,9,11%,16%,-3%,u,-7%,-13
CC(C)c1ccc([C@@H]2O[C@H](CCc3ccccc3)Cc3[nH][nH]c(=O)c32)cc1,-24%,1%,-3,3%,u,-2%,16%,16µM*,-14
O=C(O)CC(C(=O)OCC1CCCO1)N1CCOCC1 (stereo not given),-1%[57.5 µM],-5%,3,2%,1%,-8%,13%,-2%,-16
O=C(O)CSCc1c(F)cccc1Cl,-13%,1%,-11,-10%,0%,11%,-12%,5%,u
C[n+]1cnn2c1SCC1(COC1)C2,-12%[57.5 µM],0%,0,u,0%,5%,17%,-17%,10
CCCCn1nnnc1C(c1cc2ccccc2o1)N1CCCCC1 (stereo not given),-51%[inhibitor],2%,5,0%,u,1%,-2%,5%,15
Cc1cccc(Nc2nc(C)nc(N)c2S(=O)(=O)c2ccccc2)c1,-2%,-4%,2,18%,4%,0%,-15%,8%,x
CCCNC(=O)c1cc2c(c(-c3cccc(-c4ccc(F)cc4)c3)n1)[C@H](CCO)N(S(=O)C(C)(C)C)C2 (stereo not given in full),-44%[inhibitor],6%,13,-1%,u,-16%,u,u,50
CC(=O)c1ccc(NC(=O)CSc2cn(CC(=O)N3CCCCC3)c3ccccc23)cc1,i,x,-7,x,17%,-3%,x,15%,x
Cc1c(C(=O)NCCSCc2ccc(F)cc2)cnn1-c1ccc(Cl)cc1,-16%,11%,0,21%,u,9%,u,13µM*,-7
COc1ccc(OC)c(S(=O)(=O)NCCS(=O)(=O)N2CCN(c3ccccc3F)CC2)c1,-9%,x,-3,x,-11%,0%,x,13%,x
CCCCOCCCNS(=O)(=O)Cc1ccccc1,i,-1%,-5,0%,0%,1%,18%,-18%,-22
CCOc1ccc(N=NC2C(=O)N(C(N)=S)N=C2C)cc1 (stereo not given),-1%,-21%,1,-5%,u,u,2%,28%,3
O=C(Cn1ccc(=O)[nH]c1=O)Nc1ccc(O)c([N+](=O)[O-])c1,-4%,0%,-9,10%,3%,-23%,27%,-13%,-13
COc1ccc2c(c1)c(C(=O)N/N=C/c1ccc(Cl)cc1)c(C)n2C,i,-1%,2,14%,u,-21%,u,-11%,10
O=C(NCc1ccc(F)cc1)c1c(O)nc2ccccn2c1=O,-8%,x,1,-4%,-26%,1%,u,-34%[inhibitor],x
Cc1ccc(C)c2c1cc(C)c1nnc(SCC(=O)Nc3cccc(C(=O)O)c3)n12,i,3%,6,19%,12%,-12%,u,10%,-17
Cc1ccc(Cn2ccc(NC(=O)c3cc(C)on3)n2)cc1,-4%[57.5 µM],7%,2,0%,1%,-6%,4%,22%,-14
CCOc1ccc(C(=O)NCC(c2cccs2)N(C)C)cc1 (stereo not given),i,-10%,-13,1%,-3%,15%,-8%,10%,3
COCCNC(=O)C(c1ccccc1)N(CCOC)C(=O)Cn1nnc2ccccc21 (stereo not given),-7%[57.5 µM],-11%,0,-7%,-2%,3%,12%,-10%,0
O=C(CCN1CCN(c2ccccc2)CC1)c1ccc(Br)cc1,-9%,-15%,-3,10%,4%,-6%,0%,9%,-60*
COc1cc(C(=O)NCC2CCCO2)ccc1OCc1ccccc1 (stereo not given),-22%,0%,-1,17%,-8%,-4%,u,3%,0
CCCS(=O)(=O)NC(=O)C1(C)CCN(C(=O)c2cc(C)oc2C)C1 (stereo not given),i,0%,7,-1%,-21%,-6%,-2%,13%,22
CCCn1c(C2CCCN2c2nc(-c3cccc(Br)c3)cs2)nc2ccccc21 (stereo not given),24%,18%,-40,6%,u,4.5µM*,-3%,u,u
CC(C)C1N=C2c3ccccc3N=C(SCC(=O)c3ccc(O)c(O)c3)N2C1=O (stereo not given),-11%,7%,2,7%,u,-19%,10%,-9%,4

# The results go on:
SMILES,PTHR1 ag,aSyn rescue,D3 ag,GLP1R ag,GLP-1R inv ag,GLP1R cytotox,KB-V1 MDR tox,TDP-43 yeast inh,D3 antag
CCN(CC)S(=O)(=O)c1cccc(C(=O)N2CC(O)CC2C(=O)OC)c1 (stereo not given),i,-6%,-8,2%,-1%,10%,20%,-7%,-7
CCCCn1c(N)c(N(CCC(C)C)C(=O)c2oc3ccc(OCC)cc3c2C)c(=O)[nH]c1=O,16%,2%,-17,1%,-23%,u,-10%,-6%,-4
O=C(N/N=C/c1cccc(Br)c1)c1ccc(N2CCCC2=O)cc1,-54%[inhibitor],0%,-11,9%,-10%,8%,16µM*,-30%[inhibitor],2
O=C(NC(=S)Nc1ccccn1)c1ccc(-c2ccccc2)cc1,-24%,1%,-10,2%,u,u,-16%,u,u
COc1ccc(-c2cc(C(=O)N(C)CCc3ccc(OC)c(OC)c3)c3ccccc3n2)cc1,-25%,-1%,2,20%,0%,-1%,u,5%,28
O=C(COC(=O)C1(c2ccccc2)CCCC1)N1CCNC1=O,i,-3%,-2,-2%,-19%,2%,15%,15%,-2
O=C(Cn1cc(SCc2cccc(F)c2)c2ccccc21)N1CCOCC1,-34%[inhibitor],x,5,x,u,2%,x,u,x
CC(Oc1ccc2ccc(=O)oc2c1)C(=O)NC1CC(C)(C)NC(C)(C)C1 (stereo not given),i,3%,2,2%,0%,-9%,-5%,2%,-3
N#Cc1ccc(NCC(=O)Nc2ccc3c(c2)OCCO3)cc1,i,-9%,2,8%,6%,5%,-9%,-11%,5
C=CCN(c1cccc(C(F)(F)F)c1)S(=O)(=O)c1cccc(C(=O)OCC(=O)Nc2ccccc2)c1,-71%[inhibitor],5%,-6,14%,u,9%,0%,10%,17
C[C@@H]1C=C(C(=O)O)O[C@H](OCc2ccc(CO)cc2)C1,15%,0%,0,-1%,26%,9%,27%,15%,-1
CCOc1cc(NS(=O)(=O)c2ccc(OC)cc2)c(OCC)cc1NC(=O)c1ccco1,i,-4%,2,1%,8%,1%,-25%,-1%,-11
Cc1cc(-c2ccccc2)nc2cc(C(=O)NCc3ccco3)nn12,-23%,8%,5,14%,54%[activator],-9%,-8%,14%,3
O=C1NC(=S)N/C1=C/c1cc([N+](=O)[O-])ccc1O,11%,1%,-5,-2%,7%,u,6%,-2%,-107*
CCc1ccc(NC(=O)C2CC(=O)N(C(C)C)C2)cc1 (stereo not given),i,9%,3,-8%,-3%,-4%,u,u,19
COc1ccccc1OCC(=O)Nc1ccc(S(=O)(=O)Nc2nc(C)cc(C)n2)cc1,i,-12%,10,16%,-5%,-5%,-23%,-14%,14
Cn1ncc(Cl)c1C(=O)N1CCN(S(=O)(=O)c2ccc(Cl)s2)CC1,i,16%,2,0%,-5%,14%,u,u,-1
COc1ccc2c(c1)c(C(=O)N/N=C/c1ccc(Br)cc1)c(C)n2C,-16%,-10%,4,5%,u,-15%,u,-1%,-1
COc1ccc(CCC(=O)N2c3ccccc3N=C(c3ccc(C(F)(F)F)cc3)C2C(=O)NC(C)(C)C)cc1 (stereo not given),i,4%,-3,x,4.5µM*,26%,u,17%,-1
CC(=O)Nc1cc(-c2ccccc2)nn1Cc1cccc(Cl)c1,i,x,5,x,u,2%,1%,22%,x

# Grouped by structure: the entries above with fluorine (eight)
SMILES,PTHR1 ag,aSyn rescue,D3 ag,GLP1R ag,GLP-1R inv ag,GLP1R cytotox,KB-V1 MDR tox,TDP-43 yeast inh,D3 antag
O=C(O)CSCc1c(F)cccc1Cl,-13%,1%,-11,-10%,0%,11%,-12%,5%,u
CCCNC(=O)c1cc2c(c(-c3cccc(-c4ccc(F)cc4)c3)n1)[C@H](CCO)N(S(=O)C(C)(C)C)C2 (stereo not given in full),-44%[inhibitor],6%,13,-1%,u,-16%,u,u,50
Cc1c(C(=O)NCCSCc2ccc(F)cc2)cnn1-c1ccc(Cl)cc1,-16%,11%,0,21%,u,9%,u,13µM*,-7
COc1ccc(OC)c(S(=O)(=O)NCCS(=O)(=O)N2CCN(c3ccccc3F)CC2)c1,-9%,x,-3,x,-11%,0%,x,13%,x
O=C(NCc1ccc(F)cc1)c1c(O)nc2ccccn2c1=O,-8%,x,1,-4%,-26%,1%,u,-34%[inhibitor],x
O=C(Cn1cc(SCc2cccc(F)c2)c2ccccc21)N1CCOCC1,-34%[inhibitor],x,5,x,u,2%,x,u,x
C=CCN(c1cccc(C(F)(F)F)c1)S(=O)(=O)c1cccc(C(=O)OCC(=O)Nc2ccccc2)c1,-71%[inhibitor],5%,-6,14%,u,9%,0%,10%,17
COc1ccc(CCC(=O)N2c3ccccc3N=C(c3ccc(C(F)(F)F)cc3)C2C(=O)NC(C)(C)C)cc1 (stereo not given),i,4%,-3,x,4.5µM*,26%,u,17%,-1

# Reformatted with each value named: 2 of the compounds above.
> COc1ccc2c(c1)c(C(=O)N/N=C/c1ccc(Br)cc1)c(C)n2C
  PTHR1 ag: -16%; aSyn rescue: -10%; D3 ag: 4; GLP1R ag: 5%; GLP-1R inv ag: u; GLP1R cytotox: -15%; KB-V1 MDR tox: u; TDP-43 yeast inh: -1%; D3 antag: -1

> N#Cc1ccc(NCC(=O)Nc2ccc3c(c2)OCCO3)cc1
  PTHR1 ag: i; aSyn rescue: -9%; D3 ag: 2; GLP1R ag: 8%; GLP-1R inv ag: 6%; GLP1R cytotox: 5%; KB-V1 MDR tox: -9%; TDP-43 yeast inh: -11%; D3 antag: 5
